Bioassay records: PubChem BioAssay, Johns Hopkins Ion Channel Center
TMEM16A inh = blocks the mouse calcium-activated chloride channel TMEM16A. Q8BHY3. HEK293 TMEM16A/YFP iodide influx fluorescence, ionomycin. normalized B-score (activity score, 25-100; higher = stronger inhibition) at 10 µM. 310,000 tested, 1.2% active;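 active = ratio plate-corrected score three or more library SD toward inhibition, starting fluorescence score within five deviations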;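 also: score derived from kinetic fluorescence span divided by baseline fluorescence per well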
KCNQ1 act = potentiates or activates the human KCNQ1 potassium channel | P51787 | CHO-K1 KCNQ1, thallium flux FluxOR fluorescence; active compounds read high | B-score at 10 µM | 310,000 tested, 0.35% active;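 active = fluorescence ratio B-score, a plate-corrected score, at least three library SD, with initial intensity B-score within 5 SD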
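Assay system: CHO-K1 cells stably expressing KCNQ1; Medium: assay buffer with matched DMSO; Also added: K+/Tl+ depolarizing stimulus; Dosing: single dose; Timing: dye 90 min, compound 20 min, room temperature; Measured by: kinetic FluxOR thallium fluorescence, 10-s 1-Hz baseline, 110-s post-stimulus read; Read-out: peak-minus-minimum fluorescence over initial fluorescence, negative-control normalized, B-scored.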
KCNK9 block = inhibitors of human KCNK9 two-pore domain potassium channel | AID 488922 | HEK293 KCNK9, FluxOR thallium flux fluorescence; active compounds read low | Q9NPC2 | 310,000 tested, 1.2% active | B-score at 10 µM;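 active = ratio B-score over 3 SD below the library mean, with starting fluorescence within 5 SD of its mean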;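 also: negative B-score means less thallium flux so channel inhibition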
Target sequence (Q9NPC2 whole entry, looked up, the tested form may be a part): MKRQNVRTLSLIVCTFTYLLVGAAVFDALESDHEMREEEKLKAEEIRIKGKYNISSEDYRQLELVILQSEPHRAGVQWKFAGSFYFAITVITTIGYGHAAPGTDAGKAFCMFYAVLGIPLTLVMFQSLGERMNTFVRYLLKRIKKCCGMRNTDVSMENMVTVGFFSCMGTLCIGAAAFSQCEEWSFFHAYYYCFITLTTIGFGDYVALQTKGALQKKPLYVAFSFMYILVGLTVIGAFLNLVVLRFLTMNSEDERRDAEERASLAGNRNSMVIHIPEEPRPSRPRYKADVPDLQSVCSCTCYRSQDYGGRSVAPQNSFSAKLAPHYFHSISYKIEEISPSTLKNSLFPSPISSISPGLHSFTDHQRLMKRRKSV
ANO1 activ = activators or potentiators of mouse TMEM16A chloride channel; Q8BHY3; HEK293 TMEM16A/YFP-H148Q/I152L, iodide quench fluorescence; active compounds read low; B-score at 10 µM; 340,000 tested, 0.3% active; AID 623877;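 active = fluorescence-ratio B-score plate-corrected deviation score at least 3 library SD below zero, with starting fluorescence score within 5 deviations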;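 also: channel opened by trigger with iodide after compound preincubation; score built on the fluorescence ratio of max minus min over baseline; more negative score means more quench and so TMEM16A activation or potentiation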
RGS4 inh = human RGS4 inhibition | P49798 | HEK293 M3R/RGS4 inducible, Fluo-4 calcium flux; active compounds read high; triggered by carbachol at its EC20 | B-score at 10 µM | 310,000 tested, 0.45% active | AID 463165;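 active = B-score, a plate-corrected calcium signal, over three deviations above library mean, with baseline fluorescence within five deviations of library mean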;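 also: RGS4 expression induced by doxycycline in cells with stable M3 receptor; B-score is computed from the integrated fluorescence ratio over baseline after carbachol; higher B-score means a larger calcium signal and so more RGS4 inhibition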
Target sequence (P49798 whole entry, looked up): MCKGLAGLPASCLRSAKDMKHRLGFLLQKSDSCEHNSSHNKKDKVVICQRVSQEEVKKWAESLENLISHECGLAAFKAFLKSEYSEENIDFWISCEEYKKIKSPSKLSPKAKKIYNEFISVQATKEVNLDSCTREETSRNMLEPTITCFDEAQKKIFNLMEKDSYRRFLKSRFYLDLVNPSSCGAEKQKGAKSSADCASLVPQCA
KCNK3 inh = human KCNK3 channel inhibition, primary screen. CHO-KCNK3 thallium flux, FluxOR fluorescence; active compounds read low. B-score at 10 µM. 340,000 tested, 0.84% active. AID 602410;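 active = B-score under library mean minus 4 SD, starting fluorescence ratio at most library mean plus 5 SD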;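 also: more negative B-score means stronger inhibition of thallium flux through KCNK3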
MrgX1 allo act = allosterically activates human MrgX1 receptor signaling | Q96LB2 | MrgX1-HEK293, Fluo-4 calcium flux, FDSS; active compounds read high | B-score at 10 µM | 310,000 tested, 0.63% active | AID 588675;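 active = plate-corrected calcium response at least 3 library SD above typical, normal starting fluorescence, not activating the receptor alone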;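 also: compound read alongside a low EC10 to EC30 dose of BAM8-22 agonist; peak minus trough fluorescence over baseline measured at the second addition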
Target sequence (Q96LB2 whole entry, looked up): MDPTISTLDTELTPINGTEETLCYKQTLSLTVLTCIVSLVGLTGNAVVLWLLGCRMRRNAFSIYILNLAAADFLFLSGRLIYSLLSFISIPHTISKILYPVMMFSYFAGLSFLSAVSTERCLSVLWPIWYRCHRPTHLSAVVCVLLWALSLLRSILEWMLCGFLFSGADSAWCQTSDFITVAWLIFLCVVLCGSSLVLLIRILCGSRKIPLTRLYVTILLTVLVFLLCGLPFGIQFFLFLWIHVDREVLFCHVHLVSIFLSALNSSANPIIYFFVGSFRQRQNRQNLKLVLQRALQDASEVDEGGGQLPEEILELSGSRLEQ
hERG protect = hERG (human) protection from proarrhythmic block; Q12809; CHO-hERG, FluxOR thallium flux, dofetilide IC70 present; activation (rescue from dofetilide block), less the hit threshold, % at 10 µM; 310,000 tested, 0.51% active;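 active = activation above the mean of controls blocked by dofetilide plus 5 SD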;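 also: thallium influx through hERG after potassium depolarization seen as dye fluorescence rise; in these data hits start at about 4.7%; inactives centre near -7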
MrgX1 agonist = agonists of human MrgX1 receptor | Q96LB2 | B-score at 10 µM | MrgX1-HEK293 cells, Fluo-4 calcium fluorescence, agonist mode; active compounds read high | 310,000 tested, 0.44% active;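 active = calcium response B-score plate-corrected fluorescence ratio at least 3 library SD, with starting fluorescence B-score inside 5 SD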
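Material: HEK293 cells stably expressing human MrgX1 receptor | Quantity: 15,000 cells per well | Times: Cells plated overnight, dye loaded 0.5 h 37 °C, 0.5 h room temperature | Measured by: Kinetic Fluo-4 NW fluorescence of intracellular calcium | Control set: Positive and negative controls per plate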
RGS4 pot = potentiators or activators of RGS4. HEK293 M3R/inducible RGS4, carbachol calcium flux Fluo4; active compounds read low. B-score at 10 µM. 310,000 tested, 0.92% active;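 active = B-score of the integrated calcium signal more than 4 SD below the library mean, with starting fluorescence not abnormally high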;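 also: negative B-score means reduced calcium response which marks RGS4 activation or potentiation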
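Assay system: HEK293 FlpIn-TREx cells, stable M3R, doxycycline-inducible RGS4 / Probe or stimulus: carbachol, ECmax concentration / Times: overnight RGS4 induction, 30 min dye load 37 °C, 20 min compound RT / Signal: kinetic calcium fluorescence imaging with Fluo4-AM dye, 2 µM / Measure: Agonist-evoked peak-minus-minimum fluorescence over baseline, integrated ratio, B score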
KCNQ1 block = human KCNQ1 channel inhibition; P51787; CHO-K1 KCNQ1, FluxOR thallium flux fluorescence; active compounds read high; B-score at 10 µM; 310,000 tested, 1.3% active; AID 2642;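 active = compounds whose thallium flux B-score, printed positive for inhibition, exceeds three library SD while starting fluorescence stays within three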;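 also: channel opened by potassium depolarization with thallium stimulus after 20 min compound exposure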
* = called active by the depositor; i = inactive; x = no result given.

SMILES	TMEM16A inh	KCNQ1 act	KCNK9 block	ANO1 activ	RGS4 inh	KCNK3 inh	MrgX1 allo act	hERG protect	MrgX1 agonist	RGS4 pot	KCNQ1 block
CCNc1nc(NCC)nc(N/N=C/c2ccc(Br)cc2)n1	i	i	i	i	i	i	i	-11	i	i	i
O=C(O)C1CCN(C(=O)CCc2ccccc2)CC1	i	i	i	i	i	i	i	-4	i	i	i
COc1ccccc1CNC(=O)CCS(=O)(=O)c1cccs1	i	i	i	i	i	i	i	-6	i	i	i
Cc1cc(C)c2c(=O)n(CC(=O)Nc3ccc(Br)c(C)c3)sc2n1	i	i	i	i	i	i	7.1*	-6	i	i	i
O=C(OCC(=O)c1c[nH]c2ccccc12)c1cccc(S(=O)(=O)N2CCCCCC2)c1	i	i	i	i	i	i	i	-5	i	i	i
O=C(CN1CCSCC1)N/N=C/c1ccc(F)c(F)c1	i	i	i	i	i	i	i	-3	i	i	i
O=C(Nc1ccccc1-c1nnn(CC(=O)N2CCCc3ccccc32)n1)c1cccc(Cl)c1	i	i	i	x	i	x	i	-2	i	i	i
Cc1ccc(C(=O)N2CCN(c3ccc(NC(=O)c4cccnc4)cc3)CC2)cc1	i	i	i	i	i	i	i	-8	i	i	i
Cc1cc(C)cc(NC(=O)C(=S)NCc2ccccc2)c1	i	i	i	i	i	i	i	-7	i	i	i
Cc1c(O)c(CN2CCCC2)cc2c1oc(=O)c1ccccc12	i	i	i	i	i	i	i	-8	i	i	i
Cn1cc(CCC(=O)NC2CC2)c2ccccc21	i	i	i	i	i	i	i	-5	i	i	i
O=C(c1ccncc1)N(c1ccc2oc3c(c2c1)CCCC3)S(=O)(=O)c1cccc([N+](=O)[O-])c1	i	i	i	i	i	i	i	-7	i	i	i
CCOc1cccc2c1OC1(CCCCC1)N1N=C(c3cccnc3)CC21 (centres undefined)	i	i	i	i	i	i	i	-9	i	i	i
O=C(O)CCCN1C(=O)C2C3CCC(O3)C2C1=O (centres undefined)	i	i	i	i	i	i	i	3	i	i	i
COc1ccc([N+](=O)[O-])cc1N(CC(O)CN1CCCC1)S(=O)(=O)c1ccc(C)cc1 (centres undefined)	i	i	i	i	i	i	i	-5	i	i	i
Cc1nc(SCC(=O)NC(=O)NCCC(C)C)c2c(-c3cccs3)csc2n1	i	i	i	i	i	i	i	-6	i	i	i
COc1cc2ccccc2cc1C(=O)Nc1ccc(CN2CCOCC2)cc1	i	i	i	i	i	i	i	-5	i	i	i
O=C(/C=C\c1ccc2c(c1)OCO2)Nc1c2c(nn1-c1ccc(Cl)cc1)CSC2	i	i	-7*	i	i	-8.9*	i	-10	i	i	i
Cc1cc(NC(=O)CSc2nc(N)c(NC(=O)c3ccccc3F)c(=O)[nH]2)no1	i	i	i	i	i	i	i	-9	i	i	i
CC1CCCCN1C(=O)CSc1nc2ccsc2c(=O)n1Cc1ccccn1 (centres undefined)	i	i	i	i	i	i	i	-9	i	i	i
CC(=O)C1=C(O)C(=O)N(Cc2cccnc2)C1c1ccc(O)cc1 (centres undefined)	i	i	i	i	i	i	i	-10	i	i	i
Nc1nn(-c2ccccc2)c(N)c1N=Nc1ccccc1F	i	i	i	i	i	i	i	-9	i	i	i
COc1ccc(/C=N/Nc2nnc(Cc3ccccc3)c(=O)[nH]2)cc1	i	i	i	i	i	i	i	-12	28*	i	i
COc1ccc(/C=C/C=C2\N=C(SC)SC2=O)cc1	i	i	i	i	i	i	i	-4	i	i	i
COc1cccc(OCC(=O)NNC(=O)CCc2ccccc2)c1	i	i	i	i	i	i	i	-2	i	i	i
Cc1ccc(C)c(N2CCN(C(=O)c3ccc(CSc4nc5ccncc5[nH]4)cc3)CC2)c1	i	i	i	i	i	i	i	-21	i	i	i
C/C(Nc1ccc(C)cc1)=C(/C#N)C(N)=O	i	i	i	i	i	i	i	-9	i	i	i
CCCCc1c(O)nc(SC2CC(=O)N(c3ccc(C(=O)OCC)cc3)C2=O)[nH]c1=O (centres undefined)	i	i	i	i	i	i	i	-11	i	i	i
Cc1cc(O)c2c(-c3ccccc3)cc(=O)oc2c1	i	x	x	i	x	i	i	x	44*	x	x
CC[C@H](C)[C@@H](C(=O)N1CCNCC1)n1cc([C@@H](N)CO)nn1	i	i	i	i	i	i	i	-1	i	i	i
CCCc1cc2c(cc1NS(=O)(=O)c1ccc(CCNC(C)=O)cc1)OCO2	i	i	i	i	i	i	i	-3	i	i	i
Cc1nc2ccccc2c2oc(C(=O)NCCCN3CC(C)CC(C)C3)cc12 (centres undefined)	i	i	i	i	i	i	i	-9	i	i	i
Nc1ccc(C(=O)N2CCN(S(=O)(=O)c3ccc(Cl)cc3)CC2)cc1[N+](=O)[O-]	i	i	i	i	i	i	i	-6	i	i	i
CN(N)C(=S)Nc1ccc(Cl)cc1	i	i	i	i	i	i	i	-16	i	i	i
Cc1ccc2nc(SCC(=O)Nc3cc(C)on3)nc(=O)n2c1	i	i	i	i	i	i	i	-14	i	i	i
Nc1ccc(C(=O)N/N=C\c2ccc(OC(=O)c3ccccc3Cl)cc2)cc1	i	i	i	i	i	i	i	-11	i	i	i
Cc1cc(CN(C)C(=O)CC2C(=O)NCCN2Cc2ccc(F)c(F)c2)on1 (centres undefined)	i	i	i	i	i	i	i	-9	i	i	i
O=C(CN1CCC(NC(=O)c2ccc(F)cc2)CC1)NCc1ccccc1F	i	i	i	i	i	i	i	-13	i	i	i
Cc1ccc(-n2c(SCC(N)=O)nnc2-c2ccc(S(=O)(=O)N3CCCCC3)cc2)c(C)c1	i	i	i	i	i	i	i	-14	i	-7.1*	i
C=CCNC(=S)NNC(=O)CC12CC3CC(CC(C3)C1)C2	i	i	i	i	i	i	i	-2	i	i	i
O=C(NCCOc1ccccc1-c1ccccc1)c1ccco1	i	i	i	i	i	i	i	-11	i	i	i
Cc1cc(C)c(C(=O)CC2(O)C(=O)Nc3ccccc32)cc1C (centres undefined)	i	i	i	i	i	i	i	-6	i	i	i
O=C(CSc1ccc(Cl)cc1)Nc1ccccc1N1CCN(C(=O)c2ccccc2)CC1	i	i	i	i	i	i	i	-7	i	i	i
CC1CCC(NS(=O)(=O)c2ccc(N3CCCC3=O)cc2)CC1 (centres undefined)	i	i	i	i	i	i	i	-7	i	i	i
O=C(NCCCN1CCOCC1)c1cccc(S(=O)(=O)N2CCN(c3ccccc3)CC2)c1	i	i	i	i	i	i	i	-14	i	i	i
CCC(C)c1ccc(NC(=S)Nc2ccc(OC)cc2)cc1 (centres undefined)	i	i	i	i	i	i	i	-8	i	i	i
Cc1cc(NCCCN)nc(-c2ccccc2O)n1	i	i	i	i	i	i	i	-6	i	i	i
CCOC(=O)c1c(NC(=O)CSc2nnc(C)s2)sc2c1CCCCC2	i	i	-9.4*	i	i	-9.8*	i	-1	i	i	i
Cc1nc(NC(=O)c2ccc(Br)o2)ccc1Br	x	i	i	i	i	i	x	-7	x	i	i
CC(C)(C)OC(=O)N1Cc2ccccc2C[C@H]1C(=O)O	i	i	i	i	i	i	i	-9	i	i	i
COc1cccc(C(=O)Nc2c3c(nn2-c2ccccc2C)CS(=O)C3)c1OC (centres undefined)	i	i	i	i	i	i	i	-3	i	i	i
O=C1C2C3C=CC(CC3)C2C(=O)N1c1ccccc1F (centres undefined)	i	i	i	x	i	i	i	-6	i	i	i
NC1=NC(=O)CC(C(=O)NCCc2ccccc2)S1 (centres undefined)	i	i	i	i	i	i	i	-1	i	i	i
Cc1ccc(OCCN2CCCC2)cc1	i	i	i	i	i	i	i	-4	i	i	i
COC(=O)CC1C(=O)NCCN1C(=O)NC1CCCCC1 (centres undefined)	i	i	i	i	i	i	i	-4	i	i	i
COC(=O)c1cccc(N2C(=O)C3C4C=CC(CC4)C3C2=O)c1 (centres undefined)	i	i	i	i	i	i	i	0	i	i	i
COc1ccc(OC)c(NC(=O)c2cccc3c2C(=O)N(C2CCCCC2)C3)c1	i	i	i	i	i	i	i	-4	i	i	i
O=S(=O)(NCc1ccc2c(c1)OCO2)c1ccc(F)cc1	i	i	i	i	i	i	i	-5	i	i	i
COc1ccc(C(C)(C)NC(=O)C2CCC(=O)N(C3CC3)C2)cc1OC (centres undefined)	i	i	i	i	i	i	i	-6	i	i	i
O=C(CCCn1c(=S)[nH]c2ccccc2c1=O)NC1CCCCC1	i	i	i	i	i	i	i	-9	i	i	i
Further compounds.
SMILES	TMEM16A inh	KCNQ1 act	KCNK9 block	ANO1 activ	RGS4 inh	KCNK3 inh	MrgX1 allo act	hERG protect	MrgX1 agonist	RGS4 pot	KCNQ1 block
Cc1cccc(CN2C(=O)c3ccccc3Sc3ccc(C(=O)NCCN4CCOCC4)cc32)c1	i	i	i	i	i	i	i	-16	i	i	i
Nc1nc(SCC(=O)N2CCCCC2)[nH]c(=O)c1NC(=O)c1cccs1	i	i	i	i	i	i	i	-14	i	i	i
FC(F)Oc1ccc(NC(=S)NN2CCOCC2)cc1	i	i	i	i	i	i	i	-1	i	i	i
CCC(=O)Nc1cc(C(=O)O)ccc1S(=O)(=O)c1ccc(C)cc1	i	i	i	i	i	i	i	-9	i	i	i
O=C(CCn1c(=O)oc2ccccc21)Nc1ccc(C(=O)O)cc1	i	i	i	i	i	i	i	0	i	i	i
Cc1c(Cl)c(C(=O)N2CCCCCC2)nn1C	i	i	i	i	i	i	i	-9	i	i	i
Cc1ccc2sc(C)[n+](CCO)c2c1	i	i	i	i	i	i	i	-9	i	i	i
Cc1c(C(=O)N2CCN(C)CC2)oc2ccc(Br)cc12	i	i	i	i	i	i	i	-8	i	i	i
Cc1noc(/C=C/N(C)C)c1S(=O)(=O)N1CCCC(C(=O)N2CCc3ccccc32)C1 (centres undefined)	i	x	x	i	x	i	i	x	i	x	x
Cc1c(NC(=S)NC(=O)c2ccccc2Cl)c(=O)n(-c2ccccc2)n1C	i	i	i	i	i	i	i	-3	i	i	i
